Bioassay records: PubChem, Broad Institute
Rtt109 Vps75: blocks Candida albicans Rtt109/Vps75 acetyltransferase activity. Q5AAJ8. purified Rtt109/Vps75, ThioGlo CoA-SH fluorescence, 4 h. inhibition, % at 34.9 µM. 330,000 tested, 0.16% active. AID 540336;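 active means inhibition of at least 50% in every replicate; inconclusive means best replicate reaches 50% inhibition but some replicates fall short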
Target sequence (Q5AAJ8 whole entry, looked up): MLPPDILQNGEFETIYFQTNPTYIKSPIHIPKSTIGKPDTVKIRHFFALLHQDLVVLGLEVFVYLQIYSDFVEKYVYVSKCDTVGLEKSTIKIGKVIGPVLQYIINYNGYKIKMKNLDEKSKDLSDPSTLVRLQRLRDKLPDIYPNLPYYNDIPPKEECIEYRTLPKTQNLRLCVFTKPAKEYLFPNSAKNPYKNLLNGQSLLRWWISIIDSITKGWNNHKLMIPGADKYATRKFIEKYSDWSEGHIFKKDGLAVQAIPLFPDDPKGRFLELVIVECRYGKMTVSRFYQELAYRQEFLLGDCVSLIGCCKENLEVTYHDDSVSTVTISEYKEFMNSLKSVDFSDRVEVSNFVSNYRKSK
dFosB act: enhances mouse delta FosB homodimer DNA binding; purified delta FosB, TAMRA-CDK5 oligo fluorescence polarization; percent of positive-control signal above neutral wells; activation, % at 25 µM; 340,000 tested, 0.99% active;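 active means mean activation above about 17%, with every replicate also reaching it, limit read from the data, passing the limit was not always enough; inconclusive means only one of the two conditions met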;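 further: fluorescence polarization rise as delta FosB binds a TAMRA Cdk5 AP-1 oligo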
CAL PDZ FP-1: blocks peptide binding to human CAL PDZ domain | Q9HD26 | purified CAL PDZ, TMR-peptide fluorescence polarization, 1 h | inhibition, % at 20 µM | 330,000 tested, 0.02% active | AID 504414;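 active means highest replicate inhibition of at least 40%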;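 further: plate controls were DMSO neutral control wells for no effect and unlabeled competitor peptide control wells for full effect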
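material = purified tagged CAL PDZ domain construct (CerCALP) | buffer or medium = sodium phosphate/NaCl buffer pH 7.4 with TCEP, IgG, Thesit | reagent = TMR-labelled reporter peptide T*-PRC34 bound in PDZ groove | incubation = 1 h room-temperature incubation prior to read | measured by = fluorescence polarization (mP) | evaluation = percent inhibition from loss of millipolarization | control set = unlabelled peptide and DMSO controls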
CAL PDZ FP-2: inhibitors of human CAL PDZ peptide binding | purified CAL PDZ, TMR-peptide fluorescence polarization, 1 h | Q9HD26 | 300,000 tested, 0.92% active | inhibition, % at 24.9 µM | AID 602252;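 active means mean inhibition of at least 30% with at least half of replicates also reaching 30%; inconclusive means no clear call, values can overlap the other calls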;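 further: 0% = DMSO neutral control and 100% = excess unlabeled competitor peptide PRC23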
PvdQ acylase: P. aeruginosa PvdQ acylase inhibition; 340,000 tested, 0.063% active; purified PvdQ acylase, fluorescence plate reader; inhibition, % at 10 µM; in the data active means inhibition above about 30%, passing the limit was not always enough; inconclusive means no clear call, values can overlap the other calls;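 further: 0% = vehicle neutral wells and 100% = reference inhibitor wells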
MITF TRPM1 HTS: activators of MITF-driven TRPM1 promoter activity in SK-MEL-5 cells. SK-MEL-5 TRPM1-promoter luciferase, 24 h; % of positive control, neutral wells = 0. activation, % at 12.5 µM. 300,000 tested, 0.75% active. AID 588334;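 active means mean activation of at least 80% with every replicate also reaching 80%; inconclusive means mean reaches 80% but some replicate falls short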;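 further: 0% = neutral control wells and 100% = parthenolide positive control wells; values of inactives mirror those of a sister screen read the other way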
NSD2 HMT inh: NSD2 (human) methyltransferase inhibition; inhibition, % at 12.5 µM; O96028; 310,000 tested, 0.54% active; AID 743445; NSD2 peptide methylation, AlphaScreen, 120 min; in the data active means inhibition above about 50%
SR-BI uptake up: activators of SR-BI mediated HDL lipid uptake | 320,000 tested, 0.096% active | activation, % at 12.5 µM | CHO ldlA[mSR-BI] cells, DiI-HDL uptake fluorescence, 3 h; 100 = double the neutral-control signal;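 active means mean replicate activation of at least 60% and every replicate at or above 60%; inconclusive means mean or all-replicate condition met, but not both; inactive means mean below 60% and not all replicates reaching 60%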;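 further: 0% = median plate neutral-control signal and 100% = twice that signal; values of inactives mirror those of a sister screen read the other way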
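Test system: SR-BI-overexpressing, LDLR-lacking CHO cells; Also added: labelled HDL, 10 µg/mL; Measured by: bottom-read cell fluorescence after medium removal, ex 550/em 595 nm; Timing: 3 h uptake period with compound, 37 °C; Buffer or medium: F12, 0.5% BSA, 25 mM HEPES; Doses: single compound concentration, delivered by pin transfer.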
PfHsp90 set2: inhibits growth of yeast expressing Plasmodium falciparum Hsp90; S. cerevisiae expressing PfHsp90, BacTiter-Glo ATP, 48 h; yeast lacking PDR1 and PDR3 efflux regulators; inhibition, % at 9.4 µM; 310,000 tested, 0.32% active;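 active means every replicate shows inhibition above about 80%, whatever the replicate mean, limit read from the data; inconclusive means mean inhibition reaches the set limit but some replicate falls short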;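 further: 0% = DMSO neutral controls and 100% = 20 µM radicicol positive controls; yeast relying on Plasmodium falciparum Hsp90 in place of its own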
SR-BI HDL uptake: inhibitors of mouse SR-BI mediated HDL lipid uptake. Q61009. inhibition, % at 12.5 µM. ldlA[mSR-BI] CHO cells, DiI-HDL uptake fluorescence, 3 h. 320,000 tested, 0.96% active. AID 488896;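 active means mean replicate inhibition of at least 70% and a set share of replicates each scoring 70 or more; inconclusive means meets just one of the two criteria; inactive means fails both criteria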;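 further: 0% = median of neutral control wells and 100% = median of positive control wells; values of inactives mirror those of a sister screen read the other way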
Target sequence (Q61009 whole entry, looked up): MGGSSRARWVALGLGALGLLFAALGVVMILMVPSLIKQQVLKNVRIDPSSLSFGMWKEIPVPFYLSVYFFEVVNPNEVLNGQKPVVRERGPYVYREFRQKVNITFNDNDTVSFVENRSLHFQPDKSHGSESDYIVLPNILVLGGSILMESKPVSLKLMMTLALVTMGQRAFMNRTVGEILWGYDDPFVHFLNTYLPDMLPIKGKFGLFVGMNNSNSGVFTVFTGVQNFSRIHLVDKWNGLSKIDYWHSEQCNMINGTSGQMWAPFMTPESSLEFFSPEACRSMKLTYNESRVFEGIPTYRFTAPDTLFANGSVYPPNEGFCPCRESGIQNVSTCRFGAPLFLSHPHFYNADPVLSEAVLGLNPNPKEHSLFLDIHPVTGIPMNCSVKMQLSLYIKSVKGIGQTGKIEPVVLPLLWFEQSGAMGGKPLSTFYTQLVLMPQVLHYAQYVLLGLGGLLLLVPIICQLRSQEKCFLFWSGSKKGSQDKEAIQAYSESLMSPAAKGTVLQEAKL
* marks the source's active call; other numbers are inactive results; ? = inconclusive; / = not tested or not shown. Compounds were not picked by outcome (roughly 4.3% active in at least one column).

SMILES	Rtt109 Vps75	dFosB act	CAL PDZ FP-1	CAL PDZ FP-2	PvdQ acylase	MITF TRPM1 HTS	NSD2 HMT inh	SR-BI uptake up	PfHsp90 set2	SR-BI HDL uptake
O=c1[nH]oc2cc(Cl)ccc12	-3	-1	-0.7	-5	-9	-2	-3	23	1	-23
N#Cc1cccc(NC(=O)CCNS(=O)(=O)c2ccc3[nH]c(=O)oc3c2)c1	20	1	-2.1	4	-1	-6	1	15	11	-15
NC(=O)c1oc2ccccc2c1NC(=O)c1ccccc1	11	-22	-1.9	1	11	-17	-1	-28	-15	28
CN1CCc2c(sc(NC(=O)C3CCN(S(=O)(=O)c4cccs4)CC3)c2C(N)=O)C1	-2	-16	-0.5	-3	-19	3	3	37	11	-37
Cc1sc(NC(=O)c2cc(-c3ccc(Cl)cc3)nc3ccccc23)c(C(N)=O)c1C	-21	3	-0.3	-3	-4	-52	3	-63	/	63
COc1ccc(OC)c(NC(=O)CSc2nc(-c3ccccc3)cc(=O)[nH]2)c1	-1	0	-1.1	6	-10	/	1	/	-6	/
COc1ccc(CCNC(=O)COC(=O)Cc2cccc(F)c2)cc1	8	-3	0.4	/	-7	3	-1	17	-5	-17
COc1ccc(-c2nc(Cn3c(SCc4cccc(F)c4)nc4ccncc43)c(C)o2)cc1OC	0	?	-1.6	/	-7	2	/	-38	-16	38
CC1CN(C(=O)C2CCCCC2)C(C)CN1C(=O)C1CCCCC1 (configuration not stated)	-7	-5	-0.6	1	-9	/	-10	-15	/	15
CC(C)On1c(SC(C)C)nc2ccccc2c1=O	-16	-8	-0.8	/	-13	-7	0	2	/	-2
COc1ccc(CCNC(=O)CSc2nc3[nH]ncc3c(=O)n2-c2ccc(Br)cc2)cc1OC	-2	-15	-1.1	10	-22	-4	-3	-4	27	4
Cc1c(C#N)c(NC(=O)CCl)n(Cc2cccs2)c1C	-2	-7	-1.7	3	-10	-76	7	7	-4	-7
CSc1cccc(NC(=O)CNS(=O)(=O)c2ccccc2)c1	-8	-6	-1.2	/	-13	11	11	-1	-24	1
C=CCNC(=S)NNC(=O)c1ccc(Br)o1	-5	9	-0.3	-3	10	24	0	13	11	-13
COc1ccc(C(=O)N[C@H](C(=O)NCc2ccco2)C(C)C)cc1	3	0	-0.5	-3	-4	3	/	19	28	-19
Cc1ccc(NC(=S)N(CCCN2CCOCC2)Cc2ccccn2)cc1Cl	8	-3	-1.6	/	-2	0	2	4	11	-4
C=CCN1C(=O)/C(=C/c2ccsc2)SC1=S	-4	-11	30	-5	0	4	-2	15	-12	-15
COc1cc(N)c(Cl)cc1C(=O)OCC(=O)N1CCCCCC1	7	-2	-1.4	-6	-2	9	-1	-27	3	27
CC(=O)N1c2ccc(S(=O)(=O)NCC3CCC(C(=O)NC4CCCCC4)CC3)cc2CC1C (configuration not stated)	1	2	-1.5	-2	-9	-4	-5	-18	0	18
CCC(=O)Nc1cccc(NC(=O)c2ccccc2Br)c1	2	-5	-1.3	-22	6	-2	-1	-36	20	36
CC#CCN1c2ccccc2[C@]23C[C@@H](C(=O)OC)N(C(C)=O)C2=NC(C(=O)OC)=C(C(=O)OC)[C@H]13	-4	-3	-1.3	-3	-11	-6	/	7	/	-7
COc1ccc(CNc2nc(NCc3ccc(OC)cc3)n(C(=O)c3ccccc3[N+](=O)[O-])n2)cc1	6	0	0.0	-1	1	17	0	3	-6	-3
CCCn1c(SCC(=O)NCCc2ccccc2)nnc1-c1ccccn1	0	-2	/	1	9	2	-1	-9	-26	9
O=C(C1CC=CCC1)N1CCC(CO)(Cc2ccc(Cl)cc2)CC1 (configuration not stated)	-3	-4	-0.8	1	-7	-1	-8	/	-19	/
N#CC1=C(N)Oc2n[nH]c(-c3ccccc3)c2C1c1ccsc1 (configuration not stated)	-8	-5	-1.8	-5	-6	-6	2	-28	-3	28
CCN(CC(=O)NCc1ccc(F)cc1)C(=O)c1oc2ccccc2c1C	-5	-3	-1.2	8	-6	-7	9	-25	-10	25
C[C@H](NC(=O)c1nc[nH]c1C(=O)N1CCc2ccccc2C1)c1ccccc1	6	-8	-0.6	-3	-15	-7	/	7	/	-7
Cc1nc(NC(=O)COC(=O)CCc2ccccc2)c(Cl)cc1Cl	8	-3	-0.4	0	0	1	-3	8	/	-8
CCOC(=O)c1c(NC(=O)CSc2nnc(-c3cccnc3)o2)sc(C(C)=O)c1C	-5	-14	-3.6	-3	-10	/	1	-4	/	4
Cc1ccc(OCC(=O)Nc2cccc(-c3nnc(-c4ccccc4)o3)c2)c(C)c1	-3	-9	-2.8	-7	-12	35	-1	-26	0	26
CCOC(=O)N1CCN(C(=O)c2ccc3c(=O)n(-c4ccc(OC)cc4OC)c(=S)[nH]c3c2)CC1	-1	14	-2.5	82*	-6	2	-43	3	-10	-3
O=C(NC(=S)Nc1ccccc1OC(F)F)c1ccc2c(c1)OCO2	-2	-4	-1.3	-4	-10	41	-1	-58	1	58
CCCc1nnc(NC(=O)c2cc3ccccc3o2)s1	-1	2	-4.0	-2	-15	64	44	43	-41	-43
COc1ccc(C(=O)CSc2ccc(-c3ccc(C)cc3)nn2)cc1	8	-7	-1.7	0	-13	24	-1	-13	-26	13
COc1cc(C(=O)Nc2ccccc2-c2nnn(CC(N)=O)n2)cc(OC)c1OC	/	-11	-4.2	0	-2	24	-1	-7	-8	7
C=CCNC(=O)C1CC(=O)N(c2ccc(OCC(=O)Nc3ccc(Cl)c(C(F)(F)F)c3)cc2)C1 (configuration not stated)	-4	27*	-3.0	-2	-4	2	0	-46	-7	46
CCN(CC)Cc1nc2sc(C)c(C)c2c(=O)[nH]1	6	-11	-0.6	/	-11	1	2	8	-5	-8
COc1ccc(CC2(CO)CCN(Cc3cnn(C)c3C)CC2)cc1	-4	1	-19	0	-14	-10	6	4	12	-4
CCCc1cc(=O)oc2c3c(cc(OCC(=O)NCCCn4ccnc4)c12)OC(C)(C)CC3	-6	-14	-1.8	-9	-6	-12	/	-61	6	61
CCn1c(CNc2ccc(C)cc2C)nnc1SCC(=O)N1CCCc2ccccc21	18	-19	0.4	1	-13	-11	9	-61	-40	61
COc1ccccc1N1CCN(/N=C/c2cccc(Cl)c2)CC1	4	3	-1.4	-24	-2	/	4	-13	2	13
COCCOC(=O)C1=C(C)NC(=O)CC1c1cc2c(cc1Br)OCO2 (configuration not stated)	-3	0	-0.5	/	-10	-3	2	15	/	-15
FC(F)(F)c1ccnc(NCc2ccco2)n1	11	-5	-0.3	-5	-1	-4	-1	12	3	-12
CC(C)c1ccc(NC(=O)NCc2cccnc2)cc1	-16	-2	-4.6	-2	-16	8	7	18	/	-18
O=C(O)CC1(CC(=O)O)Nc2ccccc2SC1=O	3	2	-0.6	-4	-13	10	-3	/	-2	/
CC1(C)CC(=O)C2=C(C1)OC1=C(C(=O)CC(C)(C)C1)C2c1cc([N+](=O)[O-])cc([N+](=O)[O-])c1O	28	-11	0.6	/	0	-2	6	-2	-12	2
CCC(C)(C)NC(=O)c1ccccc1Oc1ccccc1	-2	6	0.0	4	-12	-12	-2	0	9	0
CN1CCN(CC/C=C2/c3ccccc3Sc3ccc(S(=O)(=O)N(C)C)cc32)CC1	11	1	-1.4	-4	6	4	/	22	12	-15
O=C(Nc1cccc(NC(=O)c2ccco2)n1)c1ccco1	-7	-8	-1.4	-9	1	/	0	20	-11	-20
COc1ccccc1CNC(=O)c1ccc(S(=O)(=O)N(C)C)cc1	1	-14	-3.0	/	7	-3	-3	0	/	0
Nc1c(N(CCC2=CCCCC2)C(=O)COc2ccc([N+](=O)[O-])cc2)c(=O)[nH]c(=O)n1Cc1ccccc1	1	0	-0.6	56*	-5	-52	-1	-1	-11	1
CCn1nc(NC(=O)c2ccccn2)c2cc3cc(C)ccc3nc21	-3	21*	-1.5	-5	6	27	-5	-25	-25	25
CC(C)CC(c1nnnn1Cc1ccco1)N1CCN(c2cccc(Cl)c2)CC1 (configuration not stated)	14	-8	-0.5	/	0	-10	-1	-30	-21	30
O=[N+]([O-])c1ccc2[nH]ncc2c1	8	-14	-1.5	-4	8	-6	-2	9	11	-9
CC(NC(=O)CN(c1cccc(C(F)(F)F)c1)S(C)(=O)=O)c1ccccc1 (configuration not stated)	3	1	0.0	-4	-4	20	-5	6	10	-6
C[N+]1(CCCCSc2ccc(O)cc2)CCCCC1	-32	-11	-5.7	-1	-4	-9	11	15	-17	-15
CC(=O)N1CC(=O)N(OCc2ccccc2)C1c1ccc(Cl)cc1Cl (configuration not stated)	5	-6	0.7	-3	2	19	-2	2	-2	-2
O=C(NCC(c1cccs1)N1CCOCC1)c1ccccc1NS(=O)(=O)c1ccc(Cl)cc1 (configuration not stated)	-7	0	0.2	-4	-20	-11	/	-5	5	5
CCOC(=O)c1c(NC(=O)Cc2cccs2)sc(C(=O)NC2CCCC2)c1C	2	-5	-1.0	-1	-13	1	-1	-63	0	63
COc1cc(NC(=O)CCCN2C(=O)NC(C)(C)C2=O)cc(OC)c1	0	4	0.4	-5	-11	-14	0	10	-2	-10
Next entries follow.
SMILES	Rtt109 Vps75	dFosB act	CAL PDZ FP-1	CAL PDZ FP-2	PvdQ acylase	MITF TRPM1 HTS	NSD2 HMT inh	SR-BI uptake up	PfHsp90 set2	SR-BI HDL uptake
CC(C)N(C(=O)Cn1cnc2c(cnn2-c2ccccc2Cl)c1=O)C(C)C	0	3	-2.2	-2	3	4	-5	29	/	-29
O=C(/C=C/c1ccc([N+](=O)[O-])cc1)OCC(=O)c1ccc[nH]1	3	-5	-2.5	-1	-21	8	-1	-21	-23	21
O=c1[nH]ccc2c(O)cccc12	1	-2	0.0	-4	21	11	/	22	2	-22
Nc1nnnn1/N=C/c1cccc(Br)c1	-2	-8	-1.0	-7	-10	/	-1	-2	7	2
O=C(CNC(=O)c1ccco1)OCc1ccc(Cl)cc1	4	-6	0.1	-2	-7	-1	-5	/	-10	/
CNc1c([N+](=O)[O-])cnn1-c1ccc(F)cc1	3	-2	-1.6	0	-3	-10	-4	31	-1	-31
O=C(CCc1nc2ccccc2c(=O)[nH]1)N1CCN(S(=O)(=O)c2ccccc2Br)CC1	5	-14	-2.5	-2	-16	-28	2	1	-11	-1
CN(c1ccc(OCC(=O)OCC(=O)Nc2ccc([N+](=O)[O-])cc2)cc1)S(=O)(=O)c1cccs1	16	-7	-0.4	95*	-8	1	1	-15	0	15
